# HT1080 IDH1KD tx – qHTS for induction of synthetic lethality in tumor cells producing 2HG: qHTS for the HT-1080-IDH1KD cell line; HT-1080 IDH1 knockdown viability, ATP luminescence, 48 h; Potency, µM (titrated, usually from 46.1 µM), without a hit: top-dose activity, negative = toxicity, actives largely listed as cytotoxic; 360,000 compounds, 2% hits;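 also: 0% = DMSO wells and -100% = cell-free medium wells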
#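 IDH1KD HT-1080 cells, 750/well, RPMI + 5% FBS; compound pinned after 2 h settling; 48 h, 37 °C; CellTiter-Glo luminescence; % activity normalised to DMSO and no-cell wells; curves fitted, classed by r2 and efficacy.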
# SW480 rereplic – A quantitative high throughput screen for small molecules that induce DNA re-replication in SW480 colon adenocarcinoma cells | SW480 DNA re-replication, Hoechst DNA content imaging, 48 h | Potency, µM (series often up to 46.1 µM), without a hit: at the top dose re-replication activation, usual class: activators | 340,000 compounds, 1.8% hits | AID 624297, 2012; also: % of control where 0% means no effect; nearly all actives have a fitted effect of over 55% in size
#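 Per well, 250 cells were exposed to pinned compound for 48 hr. Nuclear DNA was visualised with Hoechst (40 min, 37 C) and total object intensity recorded by fluorescence scanning.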
# KB-3-1 tox – qHTS assay for MDR1-selective chemotherapeutics: Primary screen using the parental adenocarcinoma cell KB-3-1; KB-3-1 viability, CellTiter-Glo ATP luminescence, 72 h; Potency, µM (titrated, usually from 46.1 µM), without a hit: at the top dose activity change, negative = cytotoxic, hits mostly cytotoxic; 400,000 compounds, 1.4% hits; AID 1347075, 2019; also: % is scaled to controls: 0 for no effect and ±100 for the full control effect; nearly all actives have a fitted effect of over 60% in size
#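 KB-3-1 parental drug-naive adenocarcinoma cells in DMEM/10% FBS, incubated 72 h at 37 C with pin-transferred compounds across a concentration series. Viability by CellTiter-Glo luminescence; concentration-response curves fitted after normalization.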
# KB-V1 cytotox – qHTS assay for MDR1-selective chemotherapeutics: Primary screen using the drug-selected MDR subline cells KB-V1 | KB-V1 MDR cells viability, CellTiter-Glo, 72 h | Potency, µM (doses to about 46.1 µM), without a hit: at the highest dose activity change, negative = cytotoxicity, hits mostly cytotoxic | 400,000 compounds, 3.4% hits | AID 1347076, 2019; also: % is scaled to controls: 0 for no effect and ±100 for the full control effect; nearly all actives have a fitted effect of over 60% in size
#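 Potencies derive from concentration-effect curves fitted to normalized luminescence (CellTiter-Glo) of KB-V1 cells treated for 72 h at 37 degrees C in phenol-red-free DMEM containing 10% FBS.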
# TDP43 rescue – qHTS of TDP-43 Inhibitors; TDP-43 expressing yeast growth rescue, BacTiter-Glo, 24 h; 410,000 compounds, 1.8% hits; AID 652104, 2013; Potency, µM (highest dose often 46.1 µM), without a hit: top-dose growth rescue (activation), hits mostly activators; also: % of control where 0% means no effect; nearly all actives have a fitted effect of over 50% in size
#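 Cell-based yeast growth screen: TDP-43 expression induced in galactose, inoculum OD600=0.02 after raffinose pregrowth to mid-log. Read-out BacTiter-Glo luminescence at 24 hr, 30 deg C; inhibition of toxicity seen as signal increase.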
# GLP-1R agonist – qHTS of GLP-1 Receptor Agonists. AID 624172, 2012. HEK293 GLP-1R CRE-luciferase, luminescence, 4-6 h; cells express a hypersensitive GLP-1R form. Glucagon-like peptide 1 receptor (Homo sapiens), P43220. 380,000 compounds, 0.007% hits. Potency, µM (top dose mostly 45.6 µM), without a hit: at the highest dose activation, hits mostly activators; also: % of control where 0% means no effect
# Target sequence (P43220 whole entry, looked up): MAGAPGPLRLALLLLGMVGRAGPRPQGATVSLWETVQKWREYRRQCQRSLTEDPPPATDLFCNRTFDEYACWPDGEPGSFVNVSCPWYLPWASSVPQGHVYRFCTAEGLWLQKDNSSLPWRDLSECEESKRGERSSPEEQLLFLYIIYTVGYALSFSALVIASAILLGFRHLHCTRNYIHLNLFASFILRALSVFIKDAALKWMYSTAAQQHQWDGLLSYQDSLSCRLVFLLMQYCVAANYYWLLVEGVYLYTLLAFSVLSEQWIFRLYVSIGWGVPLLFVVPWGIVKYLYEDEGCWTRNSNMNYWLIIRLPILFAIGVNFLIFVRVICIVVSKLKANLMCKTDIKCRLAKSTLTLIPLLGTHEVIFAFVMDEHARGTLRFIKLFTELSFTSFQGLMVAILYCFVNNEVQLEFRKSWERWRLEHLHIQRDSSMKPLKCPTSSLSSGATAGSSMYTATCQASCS
# GLP1R inv ag – qHTS of GLP-1 Receptor Inverse Agonists (Inhibition Mode); 410,000 compounds, 1.6% hits; Potency, µM (titrated, usually from 38.3 µM), without a hit: top-dose activity change, negative = inhibition, actives largely listed as inhibitors; AID 624417, 2012; Glucagon-like peptide 1 receptor (Homo sapiens), P43220; HEK293 GLP-1R CRE-luciferase, luminescence, 24 h; GLP-1R form is constitutively active; also: % is scaled to controls: 0 for no effect and ±100 for the full control effect; nearly all actives have a fitted effect of over 55% in size
#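 qHTS in 1536-well format: reporter HEK293 cells expressing constitutive GLP-1R activity in DMEM + 10% Nu serum, 24 hr with compounds at 37 deg C, luminescence read after 12 min with detection reagent.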
# HEK293 tox – qHTS of GLP-1 Receptor Inverse Agonists: Cytotox Screen; HEK293 cAMP-luciferase reporter cells, luminescence, 24 h; Potency, µM (top dose mostly 38.3 µM), for inactives: at the highest dose activity change, negative = inhibition, actives largely listed as inhibitors; 410,000 compounds, 0.13% hits; AID 624418, 2012;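 also: loss of luciferase light is scored as toxicity; % is scaled to controls: 0 for no effect and ±100 for the full control effect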
#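 Quantitative HTS format, 1536 wells, 200 cells/uL seeded. Compounds: 23 nL, 24 h, 37 °C. Detection: luciferase reagent, luminescence at 12 min RT; decreased signal taken as cytotoxic.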
# HT1080NT lethal – qHTS for induction of synthetic lethality in tumor cells producing 2HG: qHTS for the HT-1080-NT fibrosarcoma cell line | 360,000 compounds, 1.6% hits | AID 686970, 2013 | Potency, µM (series often up to 46.1 µM), without a hit: at the highest dose activity, negative = less viability, hits mostly cytotoxic | HT-1080-NT fibrosarcoma viability, CellTiter-Glo ATP luminescence, 48 h;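 also: NT is the 2HG producing partner of a matched IDH1 knockdown line; 0% = DMSO-treated cells and -100% = media-only wells without cells; nearly all actives have a fitted effect of over 55% in size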
#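 HT-1080-NT; 750 cells/well; 5% FBS RPMI; 48 h compound, 37 degrees C; CellTiter-Glo luminescence; curve fitting and curve-class assignment.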
# An asterisk follows results filed as active; ? = inconclusive; · = no result given; [ ] = dose if it differs, or a comment. Calls follow the shape of the dose curve; as a rule, active = well fitted curve in the direction sought with a large enough effect; inconclusive = small, poorly fitted or top-dose-only effect, or another doubt; inactive = no such curve, though single readings can be large; an effect the other way counts as inactive or inconclusive. Potency is read from the fitted curve at half-maximal effect.
SMILES,HT1080 IDH1KD tx,SW480 rereplic,KB-3-1 tox,KB-V1 cytotox,TDP43 rescue,GLP-1R agonist,GLP1R inv ag,HEK293 tox,HT1080NT lethal
O=C(NCC(=O)N(Cc1cccs1)C(C(=O)NC1CCCCC1)c1ccncc1)c1ccco1 (stereo not given),15%,?,2%,16%,-13%,3%,1%,-5%,-6%
CNc1ncnc2c1ncn2[C@H]1CN(Cc2ccccc2)C[C@@H](CO)O1,?,·,0%,1%,-1%,-4%,7%,0%,?
CC(=NNc1ccc([N+](=O)[O-])cn1)c1ccc(N)cc1,1%,-8%,-2%,-1%,3%,5%,37%[activator],-9%,-2%
CC(=O)N1c2ccc(S(=O)(=O)N3c4ccccc4CC3C)cc2CC1C (stereo not given),-6%,-10%,-11%,-21%,12%,19%,-21%,-4%,-10%
CC1(C)CC(=O)C=C(Nc2ccc(O)cc2)C1,-1%,·,?,11%,27%,7%,10%,2%,-1%
COc1ccc(CNC(=O)COC(=O)c2cc3ccccc3cc2O)cc1OC,-5%,-4%,6%,-4%,6%,5%,-24%,-29%,-7%
CCN1C(=O)[C@H]2[C@@H](c3ccc(-c4cccc(Cl)c4)c(OC)c3)N[C@@](Cc3ccccc3)(C(=O)OC)[C@H]2C1=O,-18%,?,?,-3%,-7%,-5%,?,-1%,0%
Cc1cccc(CSCCNC(=O)CCSc2ccccc2)c1,-4%,-13%,5%,8%,?,20%,?,6%,-5%
N#C/C(=C\c1c(N2CCCCCC2)nc2ccccn2c1=O)C(=O)NCc1ccco1,0%,-36%[inhibitor],10%,6%,4%,25%,1%,?,5%
Cc1ccccc1/C=N/Nc1nc2ccccc2c(=O)n1O,14%,?,-1%,?,-3%,4%,25%,-4%,-12%
O=C(N1CCN(Cc2ccc3c(c2)OCO3)CC1)C(Cl)(Cl)Cl,-7%,-12%,-3%,-5%,-14%,0%,?,6%,-20%
COc1ccc(NC(=O)CSc2ccc3c(c2)OCCO3)cc1S(N)(=O)=O,4%,-4%,-22%,7%,-5%,9%,9%,-6%,-1%
N#C/C(=C\c1ccc(C(=O)O)cc1)S(=O)(=O)c1cc(Br)ccc1Br,-2%,2%,1%,2%,0%,-1%,31%,-1%,-2%
Cc1ccc(S(=O)(=O)N/N=C\c2ccc([N+](=O)[O-])o2)cc1,-27%,16%,-5%,-20%,-3%,-8%,7%,3%,4%
Fc1ccc(Cn2nnnc2C(c2cccs2)N2CCCCCC2)cc1 (stereo not given),-17%,?,-17%,-5%,2%,10%,29%,?,8%
CSc1ccccc1OCc1cc(C(=O)N(C)C2CCCc3ccccc32)no1 (stereo not given),-2%,-19%,-23%,?,16%,17%,?,4%,?
COc1cc(S(=O)(=O)NCCN2CCOCC2)c(OC)cc1Cl,11%,0%,16%,0%,10%,-2%,0%,-6%,26%
CCc1ccc2nc(SCC(=O)Nc3nnc(C)s3)c(C)cc2c1,-3%,18%,-3%,-3%,-10%,1%,2%,4%,-4%
CCCN(Cc1nnc(-c2cccs2)o1)C(=O)c1cccc(S(=O)(=O)N2CCOCC2)c1,-3%,-4%,3%,23µM*,0%,24%,5%,-15%,5%
COC(CNC(=O)C1CCN(S(=O)(=O)c2ccc3nc4c(c(C(=O)O)c3c2)CC(C)CC4)CC1)OC (stereo not given),4%,20%,8%,11%,6%,-1%,17%,2%,12%
CC(C)Cn1c(=S)[nH]c2cc(C(=O)O)ccc2c1=O,7%,-3%,5%,2%,-3%,-1%,13%,-2%,9%
C/C(=N\NC(=O)c1ccc([N+](=O)[O-])cc1)c1cc2ccccc2oc1=O,?,?,5%,-1%,4%,-18%,?,?,?
CCOCc1nnc(NC(=O)COC)s1,9%,-4%,13%,24%,-2%,-12%,7%,-17%,5%
CCC(=O)Nc1sc(C(=O)N2CCCCC2)c(C)c1C#N,-3%,4%,13%,4%,-10%,21%,-1%,5%,2%
Cc1ccc(S(=O)(=O)N(C)C)cc1NC(=O)COC(=O)c1cccs1,4%,·,3%,?,3%,4%,6%,-5%,10%
CCOC(=O)c1c(NC(=O)COC(=O)CCS(=O)(=O)c2ccc(C)cc2)sc(C)c1C,-18%,-11%,6%,-17%,-6%,0%,9%,6%,0%
CCc1ccc(-c2nc(SCC(=O)NC3CCCC3)n[nH]2)cc1,?,2%,?,-24%,-11%,0%,-15%,-9%,-22%
O=C(Cc1ccc(F)cc1)NCC1CCCO1 (stereo not given),-10%,-20%,-2%,0%,-21%[0.397 µM],11%,32%[activator],-10%,-2%
CCS(=O)(=O)c1ccc(S(=O)(=O)CC)s1,14%,-5%,4%,-5%,2%,6%,1%,-24%,17%
C=CCOc1nc2sc(C)c(C)c2c(=O)n1-c1ccccc1,5%,-15%,13%,-17%,21%,-6%,31%[activator],-11%,8%
O=C(COC(=O)C1COc2ccccc2O1)Nc1ccc(Cl)cc1 (stereo not given),3%,5%,21%,-1%,24%,-4%,11%,-26%,5%
O=c1ccc(-c2ccc(S(=O)(=O)Nc3ccc(F)cc3)o2)n[nH]1,-4%,?,0%,-6%,-2%,-4%,25%,-2%,-9%
c1ccc(CCNCc2ccco2)nc1,2%,-4%,1%,2%,15%,-7%,9%,16%,8%
CCS(=O)(=O)c1nc(S(=O)(=O)c2ccc(C)cc2)c(N2CCCC2)s1,?,-24%,?,-8%,-12%,11%,29%,-2%,0%
CCN(CC)CCCOC(=O)C1(c2ccccc2)CCCC1,-4%,-9%,5%,-4%,-2%,3%,?,13%,-7%
O=C(N/C(=C\c1ccc2c(c1)OCO2)C(=O)N1CCOCC1)c1cccs1,15%,-4%,9%,2%,-11%,1%,6%,-1%,8%

# Molecules listed so far containing an NH in an aromatic ring (3):
SMILES,HT1080 IDH1KD tx,SW480 rereplic,KB-3-1 tox,KB-V1 cytotox,TDP43 rescue,GLP-1R agonist,GLP1R inv ag,HEK293 tox,HT1080NT lethal
CC(C)Cn1c(=S)[nH]c2cc(C(=O)O)ccc2c1=O,7%,-3%,5%,2%,-3%,-1%,13%,-2%,9%
CCc1ccc(-c2nc(SCC(=O)NC3CCCC3)n[nH]2)cc1,?,2%,?,-24%,-11%,0%,-15%,-9%,-22%
O=c1ccc(-c2ccc(S(=O)(=O)Nc3ccc(F)cc3)o2)n[nH]1,-4%,?,0%,-6%,-2%,-4%,25%,-2%,-9%

# Going on with the list.
SMILES,HT1080 IDH1KD tx,SW480 rereplic,KB-3-1 tox,KB-V1 cytotox,TDP43 rescue,GLP-1R agonist,GLP1R inv ag,HEK293 tox,HT1080NT lethal
COc1ccc(C(=O)N/C(=C\c2cn(C)c3ccccc23)C(=O)NCCCn2ccnc2)cc1,-2%,-11%,21%,0%,-9%,-1%,-22%,-4%,-5%
CCOC(=O)c1sc(NC(=O)CSc2nnc(C)s2)c(C(=O)OCC)c1C,1%,-13%,-4%,1.6µM*,?,-5%,0%,3%,1%
CCN(CC)C(=O)Cn1cc(C(=O)C(=O)NCc2cccs2)c2ccccc21,-10%,-5%,7%,-30%,8%,-6%,-10%[0.307 µM],-11%[0.307 µM],-16%
COc1ccccc1NC(=O)c1cnc(SC)nc1,9%,?,-16%,20%,0%,-1%,0%,-24%,7%
COc1ccc(OCC(O)CNC(=O)Nc2ccc(Cl)cc2)cc1 (stereo not given),-16%,-1%,8%,-4%,1%,8%,?,15%,-3%
COc1ccc(N2CCN(C3CC(=O)N(c4ccc5c(c4)OCCO5)C3=O)CC2)cc1 (stereo not given),-2%,?,0%,-11%,11%,17%,1%,1%,-9%
CCOC(=O)c1c(S(=O)(=O)Nc2cccc(-c3ccno3)c2)c(C)n(C)c1C,-8%,-13%,9%,-2%,10%,10%,18%,-11%,10%

# Random excerpt: six compounds from above.
SMILES,HT1080 IDH1KD tx,SW480 rereplic,KB-3-1 tox,KB-V1 cytotox,TDP43 rescue,GLP-1R agonist,GLP1R inv ag,HEK293 tox,HT1080NT lethal
CC1(C)CC(=O)C=C(Nc2ccc(O)cc2)C1,-1%,·,?,11%,27%,7%,10%,2%,-1%
COc1ccc(CNC(=O)COC(=O)c2cc3ccccc3cc2O)cc1OC,-5%,-4%,6%,-4%,6%,5%,-24%,-29%,-7%
CCN(CC)C(=O)Cn1cc(C(=O)C(=O)NCc2cccs2)c2ccccc21,-10%,-5%,7%,-30%,8%,-6%,-10%[0.307 µM],-11%[0.307 µM],-16%
c1ccc(CCNCc2ccco2)nc1,2%,-4%,1%,2%,15%,-7%,9%,16%,8%
COC(CNC(=O)C1CCN(S(=O)(=O)c2ccc3nc4c(c(C(=O)O)c3c2)CC(C)CC4)CC1)OC (stereo not given),4%,20%,8%,11%,6%,-1%,17%,2%,12%
CCOC(=O)c1c(NC(=O)COC(=O)CCS(=O)(=O)c2ccc(C)cc2)sc(C)c1C,-18%,-11%,6%,-17%,-6%,0%,9%,6%,0%
